Bioassay records deposited in PubChem by Center for Chemical Genomics, University of Michigan.
Dicer processing: inhibitors of Dicer pre-microRNA processing, primary screen, biochemical, cat-ELCCA, chemiluminescence | cat-ELCCA pre-miR-21 Dicer processing; active compounds read high | 47,000 compounds, 6% hits | Endoribonuclease Dicer (Homo sapiens), Q9UPY3 | z-score at 25 µM; in the data active = z-score above about 3, passing the limit was not always enough;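 note: plate controls were vehicle for no effect and no enzyme for full effect; higher signal means more uncleaved substrate so more Dicer inhibition; strong numbers were not always called active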
Target sequence (Q9UPY3 whole entry, looked up): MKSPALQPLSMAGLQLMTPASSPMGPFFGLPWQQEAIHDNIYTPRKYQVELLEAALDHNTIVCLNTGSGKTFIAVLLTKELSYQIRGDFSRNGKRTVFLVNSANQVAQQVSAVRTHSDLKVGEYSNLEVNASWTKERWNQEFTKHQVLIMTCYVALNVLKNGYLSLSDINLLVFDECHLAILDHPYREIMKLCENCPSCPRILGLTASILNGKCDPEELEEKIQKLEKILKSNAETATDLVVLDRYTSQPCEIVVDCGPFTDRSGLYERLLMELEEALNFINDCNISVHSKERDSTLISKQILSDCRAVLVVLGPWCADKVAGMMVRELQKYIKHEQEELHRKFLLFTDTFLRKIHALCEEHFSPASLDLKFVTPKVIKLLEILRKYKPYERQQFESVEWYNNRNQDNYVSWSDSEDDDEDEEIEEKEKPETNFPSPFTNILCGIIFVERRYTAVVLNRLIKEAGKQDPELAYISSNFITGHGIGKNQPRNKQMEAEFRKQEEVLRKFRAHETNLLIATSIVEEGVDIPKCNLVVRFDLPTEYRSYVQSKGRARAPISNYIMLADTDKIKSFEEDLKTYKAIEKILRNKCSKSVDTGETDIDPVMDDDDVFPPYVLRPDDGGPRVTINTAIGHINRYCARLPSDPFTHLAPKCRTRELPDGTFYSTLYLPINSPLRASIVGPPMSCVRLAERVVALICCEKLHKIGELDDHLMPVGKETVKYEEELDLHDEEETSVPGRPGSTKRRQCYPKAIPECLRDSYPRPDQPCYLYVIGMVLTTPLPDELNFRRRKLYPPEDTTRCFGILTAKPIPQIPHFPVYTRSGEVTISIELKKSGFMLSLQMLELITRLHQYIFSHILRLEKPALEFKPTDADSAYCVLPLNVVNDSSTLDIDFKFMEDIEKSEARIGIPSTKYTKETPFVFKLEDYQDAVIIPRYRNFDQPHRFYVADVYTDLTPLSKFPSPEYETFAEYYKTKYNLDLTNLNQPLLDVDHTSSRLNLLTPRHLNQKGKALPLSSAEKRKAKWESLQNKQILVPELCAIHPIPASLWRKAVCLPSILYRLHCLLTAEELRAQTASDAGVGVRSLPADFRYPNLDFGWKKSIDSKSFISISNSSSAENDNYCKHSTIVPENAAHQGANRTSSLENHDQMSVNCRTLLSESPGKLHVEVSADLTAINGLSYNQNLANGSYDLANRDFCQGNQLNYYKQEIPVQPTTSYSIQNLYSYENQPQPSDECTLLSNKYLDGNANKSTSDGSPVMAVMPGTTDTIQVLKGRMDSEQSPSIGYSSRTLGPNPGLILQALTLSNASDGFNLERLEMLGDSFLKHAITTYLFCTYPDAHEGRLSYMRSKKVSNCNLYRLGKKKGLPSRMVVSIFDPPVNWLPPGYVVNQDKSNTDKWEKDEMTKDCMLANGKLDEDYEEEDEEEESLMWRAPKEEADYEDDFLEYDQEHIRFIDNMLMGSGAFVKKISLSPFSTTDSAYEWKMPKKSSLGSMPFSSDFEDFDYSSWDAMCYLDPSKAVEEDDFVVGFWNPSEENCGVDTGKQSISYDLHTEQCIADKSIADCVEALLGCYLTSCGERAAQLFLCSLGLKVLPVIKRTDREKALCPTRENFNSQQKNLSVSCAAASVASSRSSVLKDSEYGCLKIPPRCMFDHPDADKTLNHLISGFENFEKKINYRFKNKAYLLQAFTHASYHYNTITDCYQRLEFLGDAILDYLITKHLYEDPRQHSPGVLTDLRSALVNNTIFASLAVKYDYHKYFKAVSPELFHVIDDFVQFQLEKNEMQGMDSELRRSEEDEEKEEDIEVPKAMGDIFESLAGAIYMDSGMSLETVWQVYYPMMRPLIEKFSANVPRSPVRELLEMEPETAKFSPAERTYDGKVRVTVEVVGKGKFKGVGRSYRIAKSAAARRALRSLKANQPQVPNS
* marks the source's active call; other numbers are inactive results. An excerpt. The share of hits here may be higher or lower than overall.

| Compound | Dicer processing |
| --- | --- |
| COc1ccc(-c2nc3n(n2)C(c2ccc(Cl)cc2)C2=C(CC(C)(C)CC2=O)N3)cc1OC (configuration not stated) | 1 |
| Fc1ccc2[nH]cc(CCCN3CCN(c4nc5cc(Cl)ccc5s4)CC3)c2c1 | 0.14 |
| CN(C)c1nc(-c2ccccc2)nc(-c2ccccc2)c1C#N | -0.97 |
| Cc1cccc(S(=O)(=O)N2CCSC2c2ccc(Br)cc2)c1 (configuration not stated) | 0.88 |
| CSc1ccc(CN2CCN(S(=O)(=O)c3ccc(C)cc3)CC2)cc1 | -2.1 |
| O=C(c1cc(C(F)(F)F)cc(C(F)(F)F)c1)N1CCC(O)(c2ccc(Cl)cc2)CC1 | -0.18 |
| COC(=O)c1ccccc1NC(=S)OC | 0.06 |
| Cc1ccc(SCc2cccc(C(=O)N3CCN(c4ncccc4C(F)(F)F)CC3)c2)cc1 | -1.9 |
| COc1ccc(Br)cc1S(=O)(=O)Oc1c(Cl)cc(C(C)(C)C)cc1Br | -1.5 |
| CCOC(=O)/C(C#N)=C/N=C(N/N=C(\C)c1cc2ccccc2o1)SC | -2 |
| Cn1c(SCC(=O)Nc2c(C#N)cnn2-c2ccccc2)nnc1-c1ccncc1 | 0.47 |
| CC1CCN(c2nc3ccccc3nc2SCC(=O)NC2CC2)CC1 | 3.1* |
| Cc1nn(-c2ccccc2)c2sc(C(=O)Nc3cccc(Br)c3)cc12 | -0.49 |
| CC1=C(C(=O)OC(C)C)C(c2ccccc2C)C2=C(CC(C)(C)CC2=O)N1 (configuration not stated) | -1.2 |
| O=C(O)c1c(-c2ccccc2)c2oc3ccccc3c2[nH]c1=O | 4.4* |
| CCOCCOc1nc2c(c(=O)n(C)c(=O)n2C)n1C(C)c1ccccc1 (configuration not stated) | -0.85 |
| O=C(Cn1c2ccccc2n2nc(-c3ccccc3)nc12)c1ccccc1 | -1.3 |
| Cn1c(SCC(=O)c2ccc(F)cc2)nnc1-c1ccccc1Br | -1.2 |
| O=C(O)Cn1cnc(-c2ccc(Br)cc2)c1 | 1.6 |
| CCOC(=O)N1CCCN=C1SC | -0.48 |
| CN1C2=NCCN2C(=O)c2cc(Cl)ccc21 | 0.32 |
| CCc1ccc(C)c(NC(=O)Nc2nnc(C3CC3)s2)c1 | 0.04 |
| FC(F)(F)c1cc(N2CCCC2)c2cccc(Cl)c2n1 | -0.04 |
| ON/C=N/c1nc2c(s1)CCc1ccccc1-2 | 2.3 |
| ONC=Nc1cc(Cl)c(-n2cccc2)cc1Cl | -0.78 |
| O=C(O)c1ccccc1-c1ccccc1C(=O)O | 0.68 |
| Cc1csc(NS(=O)(=O)c2ccc(Cl)cc2)c1-c1nc2ccccc2s1 | 4.2* |
| CCC(=O)Nc1nc(C)cc(SCC(=O)OC)n1 | -0.34 |
| Cc1ccc(OCC(=O)OC2CCS(=O)(=O)C2)cc1 (configuration not stated) | 0.35 |
| CCSCCOC(=O)C1=C(C)NC2=C(C(=O)CC(C)(C)C2)C1c1cccs1 (configuration not stated) | 0.06 |
| O=S(=O)(NCc1ccccn1)c1ccc(S(=O)(=O)c2ncc(C(F)(F)F)cc2Cl)s1 | -0.86 |
| COC(=O)c1sc2nccnc2c1N/C=C(\C#N)C(=O)c1ccc(Cl)cc1 | 0.13 |
| O=S(=O)(NCc1ccc2c(c1)OCO2)c1ccc2c(c1)OCC2 | -1.9 |
| OCC(O)Cn1c2ccc(Br)cc2c2cc(Br)cc(Br)c21 (configuration not stated) | 2.4 |
| COc1cc(/C=C/c2[nH]c(=O)[nH]c(=O)c2[N+](=O)[O-])ccc1OCc1ccccc1Cl | -0.1 |
| CCOC(=O)C1=C(O)C(=O)N(C2CCCCC2)C1 | -0.9 |
| O=C(CC1(O)C(=O)Nc2ccccc21)c1ccc(C2CCCCC2)cc1 (configuration not stated) | 4.2* |
| C=C(C)CSc1nnc2c(n1)[nH]c1ccccc12 | 3.6* |
| CC(C)NC[C@H](O)COc1cccc2[nH]ccc12 | 0.75 |
| O=C(c1ccc(Cl)cc1)N1CCS(=NS(=O)(=O)c2ccc(Cl)cc2)CC1 | 0.6 |
| CCOC(=O)CSc1nc(-c2ccccc2)cn1-c1ccccc1 | 0.37 |
| Brc1ccc(OCc2nc(-c3ccncc3)no2)cc1 | -0.18 |
| CC(C)CCN1Cc2ccccc2C1 | 5.1* |
| Cc1ccc(C2Nn3c(C)nnc3SC2C(=O)Nc2ccc(C)c(C)c2)cc1 (configuration not stated) | -3.2 |
| O=c1c2cnn(-c3ccccc3)c2cnn1-c1ccccc1 | 0.39 |
| CC1CC(C)CN(S(=O)(=O)c2ccc(-c3nc4ccccc4s3)cc2)C1 (configuration not stated) | 0.97 |
| O=C(Cn1c(=O)sc2ccccc21)Nc1cccc(Cl)c1 | 0.05 |
| COc1ccc(C2C(C(=O)c3cccs3)=C(O)C(=O)N2c2nncs2)cc1 (configuration not stated) | -1.2 |
| Cn1c2c(c(=O)n(C)c1=O)C(CC(=O)Nc1ccc(F)cc1)C(=O)N2 (configuration not stated) | -0.25 |
| CSc1nsc(SC)c1NC(=O)OCc1ccccc1 | 0.49 |

(continued)
| Compound | Dicer processing |
| --- | --- |
| COc1cccc(-c2nnc(SCc3ccc(C)cc3)o2)c1 | -2 |
| O=C(COC(=O)c1cnccn1)c1ccc(Cl)cc1 | 2.8 |
| O=C(/C=C/c1ccccc1)NC(=S)NNC(=O)Cn1nnc(N2CCCCC2)n1 | 2 |
| O=C(O)COc1ccc2oc3ccccc3c(=O)c2c1 | 5.1 |
| CCOC(=O)c1cc2cc(F)ccc2[nH]1 | 0.06 |
| Nc1cccc(CCc2nc3ccccc3[nH]2)c1 | 1.6 |
| Cc1coc2c(Cl)cc(Cl)cc2c1=O | -0.01 |
| S=c1[nH]nc(Cc2ccccc2)n1Cc1ccccc1 | -0.92 |
| O=C1CSc2nnc(-c3ccc(Cl)cc3)n21 | -1.5 |
| O=C(O)C(Cc1ccccc1)N1C(=O)c2cccc3cccc(c23)C1=O (configuration not stated) | -0.14 |
| CCOc1cc(C2c3c(oc4ccccc4c3=O)C(=O)N2c2nc(C)c(C(=O)OC)s2)ccc1O (configuration not stated) | 1.5 |
| O=C(Nc1ccc(Br)cc1)C1Sc2nnc(-c3ccccc3)n2NC1c1ccccc1 (configuration not stated) | -0.38 |
| COc1ccc(-c2ncnn2-c2sc3c(c2C#N)CCCC3)cc1OC | -5 |
| COc1ccc(-c2ocnc2C(=O)O)cc1 | 0.19 |
| COc1ccc(CCNC(=O)Cc2cc(OC)c(OC)cc2CO)cc1OC | 1.3 |
| C=CCc1cccc(CNc2cnc3ccccc3c2)c1O | 1.5 |
| O=C(Nc1ccc(Cl)cc1)Nc1csc([N+](=O)[O-])c1 | -0.84 |
| Cc1ccc(C2CC(=O)Oc3c2c(=O)n(C)c2ccccc32)cc1 (configuration not stated) | 1.5 |
| Cc1ccc(N2C(=O)/C(=C\c3coc4cc(C)cc(C)c4c3=O)SC2=S)c(C)c1 | 1.4 |
| CC(=O)c1c(C)cc2cc(C)cc(O)c2c1O | -0.58 |

3 of these compounds in another layout.
canonical_smiles: COc1ccc(-c2ncnn2-c2sc3c(c2C#N)CCCC3)cc1OC
  Dicer processing: -5
canonical_smiles: COc1ccc(-c2ocnc2C(=O)O)cc1
  Dicer processing: 0.19
canonical_smiles: COc1ccc(CCNC(=O)Cc2cc(OC)c(OC)cc2CO)cc1OC
  Dicer processing: 1.3

Filtered by structure: the compounds so far with a nitro group on carbon (two)
| Compound | Dicer processing |
| --- | --- |
| COc1cc(/C=C/c2[nH]c(=O)[nH]c(=O)c2[N+](=O)[O-])ccc1OCc1ccccc1Cl | -0.1 |
| O=C(Nc1ccc(Cl)cc1)Nc1csc([N+](=O)[O-])c1 | -0.84 |

Remaining list, next part.
| Compound | Dicer processing |
| --- | --- |
| COc1ccc(N2C(=O)CC(SCC(=O)Nc3ccc(Br)cc3)C2=O)cc1 (configuration not stated) | -0.16 |
| COc1ccc(C(=O)CSc2nnc3n2CCCN3C(=O)c2cccc([N+](=O)[O-])c2)cc1 | 3 |
| Cc1cc(C)nc(Nc2ccc(Br)cc2C(=O)O)n1 | -2.3 |
| CSc1nc2nccc(NC(=O)c3cccc(C)c3)n2n1 | 1 |
| COc1ccc2c(c1)CCCN2C(=O)c1c(F)cccc1F | 6.3 |
| COc1ccc(-n2c(CSc3nc(-c4cccs4)cn3-c3ccc(C)cc3)n[nH]c2=S)cc1 | -0.48 |
| O=C1c2ccccc2C(=O)C1C(c1ccccc1)C1C(=O)c2ccccc2C1=O | -2.6 |
| CCOc1ccccc1C1C(C(=O)OCC2CCCO2)=C(C)NC2=C1C(=O)CCC2 (configuration not stated) | -1.5 |
| COc1ccccc1NC(=S)N1CC(C)(C)C1=O | -0.45 |
| CN(C)CCOc1ccc(/C(=C(/CCCl)c2ccccc2)c2ccccc2)cc1 | -0.08 |
| NCCS | -0.54 |
| CCOc1cc(C2Nc3c(C)cc(C)cc3-c3cc(C)nn32)ccc1O (configuration not stated) | 0.34 |
| Cn1c(=O)[nH]c(=O)c2c1nc(N)n2CCOc1ccccc1 | 1.1 |
| O=C(Nc1ccc(Cl)cc1)C1CC(=O)N(Cc2ccc(F)cc2)C1 (configuration not stated) | -0.1 |
| COc1ccc(C(=O)/C=C/Sc2nc3ccccc3o2)cc1 | -0.22 |
| CN1CCN(CCCN2C(=O)CSC2c2ccc(F)cc2)CC1 (configuration not stated) | -0.72 |
| CCCn1c(=O)c(-c2noc(-c3ccc(Cl)cc3)n2)nn(-c2ccccc2)c1=O | -1.6 |
| CCCC(=O)N1CCS(=O)CC1 | 2.9 |
| CC1(C)CC(=O)C=C(SCC(=O)c2ccc(Cl)cc2)S1 | -3.6 |
| CC(=O)Nc1nc2ccccc2c(=O)s1 | 0.27 |
| CCOC(=O)Cc1c(C)nc2c(C#N)c(C)nn2c1C | 0.28 |
| O=C1c2oc3ccccc3c(=O)c2C(c2ccc(F)cc2)N1Cc1ccc2c(c1)OCO2 (configuration not stated) | 1.4 |
| CC(=O)O[C@H]1C[C@@]2(C)[C@@H](C[C@@H](O)[C@H]3[C@@]4(C)CC[C@@H](O)[C@@H](C)C4CC[C@@]32C)/C1=C(\CCC=C(C)C)C(=O)O (some centres not stated) | -0.45 |
| Cc1nn(-c2ccccc2)c(C)c1C(=O)Nc1cccc(C(F)(F)F)c1 | -0.51 |
| O=C1CC(c2ccccc2)CC(O)=C1C=Nc1cc(C(F)(F)F)cc(C(F)(F)F)c1 (configuration not stated) | 1.3 |
| Fc1cccc(Cl)c1CSC(=S)N1CCSCC1 | -0.6 |
| Nc1cc(C(F)(F)F)ccc1Oc1ccc(Cl)cc1Cl | -1.9 |
| Cn1c(=O)c2[nH]c(-c3ccccc3O)nc2n(C)c1=O | -2.4 |
| C=CCN(C(=O)c1cccc(Cl)c1)c1ccccc1C(=O)NCC(=O)OCC | -0.29 |
| Cc1ccc(C2Nc3ccc(C(=O)c4ccccc4)cc3NC3=C2C(=O)CC(C)(C)C3)o1 (configuration not stated) | -0.92 |
| Cc1cc2nnc(-c3ccc(C(F)(F)F)cc3)n2[nH]1 | 0.47 |
| C=C1c2ccccc2NC(=O)N1c1ccc(OC)cc1 | 1.7 |
| CC12CN3CC(C)(CN(C1)C3c1cccc(Br)c1)C2=O (configuration not stated) | -1.1 |
| CCOC(=O)c1cnc2c(C)cc(Cl)cc2c1Cl | 2.4 |
| CNC(=S)NNC(=O)c1sc(SC)c2c1CCCC2O (configuration not stated) | 22 |
| CC(C)N(C(=O)NCc1ccccc1)C(C)C | -1.7 |
| O=C1CC(c2ccccc2)CN1C(=O)c1ccccc1Cl (configuration not stated) | 2.2 |
| O=C(Nc1ccccc1Oc1ccc(Cl)cc1Cl)c1ccc(F)cc1 | 0 |
| CS/C(=C(/C#N)S(=O)(=O)c1ccc(Cl)cc1)N1CCOCC1 | -0.57 |
| COc1ccc(/C=C/C#N)c(Cl)c1OC | -1.1 |
| CC(=O)c1sc(-c2ccccc2)cc1NC(=O)CN1CCN(C(=O)c2ccc(C)cc2)CC1 | -0.18 |
| CC(C)NC(=O)C(=O)NCCCN1CCOCC1 | 0.43 |
| Cn1c2c(c(=O)n(C)c1=O)CN(C1CCN(Cc3ccccc3)CC1)CN2 | -0.19 |
| Cc1[nH]c2ccccc2c1C1(O)C(=O)N(Cc2ccccc2)c2ccc(Br)cc21 (configuration not stated) | 1.7 |
| COc1ccc(OC)c(C2Oc3c(OC)cccc3C3CC(c4ccccc4O)=NN32)c1 (configuration not stated) | 0.8 |
| Cc1ncc(CSCC(=O)Nc2cc(C(F)(F)F)cc(C(F)(F)F)c2)c(CO)c1O | -0.58 |
| CCOC(=O)C1=C(c2ccccc2)Nc2nc3ccccc3n2C1c1ccccc1 (configuration not stated) | -0.84 |
| CC(C)c1nnc(NC(=O)CSc2nccn2C)s1 | -0.04 |
| Cc1nn(C(=O)c2ccco2)c(C)c1Sc1ccccc1 | 0.83 |
| Cc1cc(C)n(-c2ncnc(Cl)c2N)n1 | -1.6 |

Further records follow:
| Compound | Dicer processing |
| --- | --- |
| c1ccc(-c2cc3ccccc3nn2)cc1 | -1.5 |
| COc1cc(S(=O)(=O)N2CCN(Cc3ccc4c(c3)OCO4)CC2)ccc1Cl | 1.2 |
| c1ccc(-c2csc(-c3nc(-c4ccccc4)cs3)n2)cc1 | 2.9 |
| Fc1ccc(-c2cn3ccccc3n2)cc1 | -0.95 |
| NC(N)=N/N=C/c1ccc(Cl)c(Cl)c1 | 0.83 |
| FC(F)(F)c1[nH]ncc1-c1nnnn1-c1ccccc1 | 3.3* |
| CC(c1ccccc1)n1c(SCC(=O)c2cc(-c3ccccc3)no2)n[nH]c1=O (configuration not stated) | -3.1 |
| O=C(CN1CCCc2ccccc21)N1CCc2ccccc21 | -4.1 |
| O=C(Nc1ccc(OC(=O)N2CCOCC2)cc1)N1CCOCC1 | -0.43 |
| O/N=C/c1c(-c2ccccc2Cl)[nH]c2ccccc12 | 1.7 |
| Cn1c(=O)c2c(-c3ccc(F)cc3)cc(-c3cccc(F)c3)nc2n(C)c1=O | 2.2 |
| CCOC(=O)C1C(=O)NC(N2CCN(CC)CC2)=NC1c1ccco1 (configuration not stated) | -0.09 |
| Cc1ccc(C2NC(=O)c3c(sc4c3CCN(C)C4)N2)cc1 (configuration not stated) | -0.86 |
| Cc1ccc(-n2nnc3ccccc3c2=O)cc1C | -0.06 |
